Screening data deposited in PubChem by several laboratories.
Granule exo inh: lytic granule exocytosis inhibition; TALL-104 LAMP-1 surface exposure, flow cytometry; cells stimulated with thapsigargin and PMA; inhibition, % at 10 µM; hit rate 0.66% among 360,000;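 active means inhibition above about 55%, limit read from the data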
MC4R antagonist: blocks human MC4R cAMP signaling | MC4R-expressing cells, MTII-stimulated cAMP, LANCE TR-FRET | inhibition, % at 6.5 µM | hit rate 0.48% among 360,000 | AID 540295;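 active means inhibition above its plate's cutoff, the mean of tested wells on that plate plus 3 SD, cut at about 29% in these data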;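 further: 0% = Melanotan II alone and 100% = Melanotan II plus saturating MCL0020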
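Assay system: U2OS-MC4R stable cell line; Also added: Melanotan II; Technique: Eu-cAMP/anti-cAMP TR-FRET, emission 671 nm; Times: 30-min compound, 1-h challenge, 1-h detection, room temperature.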
Glyco luc inh: N-linked glycosylation inhibition; D54 ERlucT glycosylation luciferase reporter, 24 h; percent of 100 nM tunicamycin response; hit rate 0.23% among 360,000; reporter increase, % at 12.5 µM;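 active means mean luciferase reporter signal, scaled so untreated is 0 and the glycosylation-blocking control 100, at or above a set limit in every replicate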;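 further: luciferase carries N-glycosylation sites so blocking glycosylation raises the light; 0% = median of neutral control wells and 100% = median of 100 nM tunicamycin wells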
HTR2A ag: mouse HTR2A agonism via beta-arrestin recruitment | P35363 | CHO-K1 mHTR2A beta-arrestin complementation, luminescence; percent of 30 µM serotonin response | hit rate 0.66% among 360,000 | activation, % at 7.6 µM | AID 624169;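 active means activation above a run cutoff, the mean activation of all tested compounds plus 3 SD, cut at about 14% in these data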;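 further: 0% = plate median of compound wells and 100% = 30 µM serotonin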
iPSC survival up: hiPSC single-cell survival enhancement; ATPlite luminescence; 100% = ROCK inhibitor wells, 0% = DMSO; survival enhancement, % at 20 µM; hit rate 0.044% among 360,000; AID 602274; in the data active means survival enhancement above about 18%;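 further: cells exposed to compounds for 16 hours before the ATP read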
MC4R barr agon: human MC4R agonism via beta-arrestin; U2OS MC4R beta-arrestin complementation, luminescence; percent of melanotan II response, DMSO zero; AID 540308; P32245; hit rate 0.98% among 360,000; activation, % at 8.9 µM;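 active means activation above a per-plate cutoff, the mean activation of sample wells on that plate plus 3 SD, cut at about 8% in these data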
Cardio protect: modulators protecting cardiomyocytes from myocardial damage; AID 588492; protection from H2O2 cell death, % at 20 µM; H9c2 cardiomyocytes, H2O2 injury protection, ATPLite, 2 h; hit rate 0.63% among 360,000;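 active means compounds giving at least 50% protection of heart cells from peroxide-induced death in the single-dose screen, raw or plate-pattern-corrected value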;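 further: 0% = DMSO wells with peroxide and 100% = DMSO wells without peroxide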
ABCB6 inh MLPCN: blocks the human ABCB6 transporter; Q9NP58; K562-ABCB6 porphyrin accumulation, flow cytometry, 1 h; active compounds read low; fluorescence ratio to DMSO, % at 10 µM; hit rate 0.19% among 360,000;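 active means fluorescence ratio to DMSO below 75%, the collection mean minus 3 SD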;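 further: signal is porphyrin accumulated inside mitochondria; 100% equals median channel fluorescence of DMSO control wells; lower ratio means ABCB6 inhibition with less porphyrin fluorescence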
Target sequence (Q9NP58 whole entry, looked up): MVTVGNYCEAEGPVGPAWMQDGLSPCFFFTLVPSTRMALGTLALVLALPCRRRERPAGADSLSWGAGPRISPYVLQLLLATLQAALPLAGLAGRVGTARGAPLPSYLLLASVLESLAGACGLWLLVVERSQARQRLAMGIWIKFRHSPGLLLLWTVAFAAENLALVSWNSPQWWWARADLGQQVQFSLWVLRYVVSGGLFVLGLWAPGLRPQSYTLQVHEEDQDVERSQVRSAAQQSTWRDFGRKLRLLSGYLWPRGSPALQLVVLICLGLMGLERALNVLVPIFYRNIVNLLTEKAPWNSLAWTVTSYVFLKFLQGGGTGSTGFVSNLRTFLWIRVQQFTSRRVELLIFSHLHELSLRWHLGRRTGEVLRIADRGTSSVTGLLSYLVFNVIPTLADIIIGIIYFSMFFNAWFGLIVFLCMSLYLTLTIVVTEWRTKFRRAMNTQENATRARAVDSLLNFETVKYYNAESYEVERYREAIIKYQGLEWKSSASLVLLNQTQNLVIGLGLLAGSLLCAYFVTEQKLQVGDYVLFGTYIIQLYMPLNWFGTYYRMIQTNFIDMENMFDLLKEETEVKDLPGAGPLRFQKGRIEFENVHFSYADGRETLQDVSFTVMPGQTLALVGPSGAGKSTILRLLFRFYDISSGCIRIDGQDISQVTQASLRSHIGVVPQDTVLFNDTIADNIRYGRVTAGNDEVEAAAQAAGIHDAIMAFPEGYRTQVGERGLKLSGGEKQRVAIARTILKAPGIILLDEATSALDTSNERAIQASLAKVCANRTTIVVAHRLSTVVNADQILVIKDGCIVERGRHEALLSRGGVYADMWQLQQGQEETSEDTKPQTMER
aDG glyco up: increases alpha dystroglycan glycosylation. Pro5-aDG cells, alpha-DG glycosylation AlphaScreen (IIH6); 0% Pro5, 100% B10-LARGE cell signal. activation, % at 10 µM. hit rate 0.22% among 360,000. AID 624168;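 active means activation of at least 8% versus controls, or a plate z-score of at least 8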;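 further: Pro5 are CHO cells carrying HIG-tagged alpha-DG that lacks glycosylation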
ABHD5-PLIN5 inh: ABHD5-PLIN5 protein interaction inhibition | AID 602281 | inhibition, % at 4 µM | Split G. princeps luciferase complementation, luminescence, 4 h | hit rate 0.78% among 360,000 | Q00G26+Q8WTS1;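 active means inhibition above the mean inhibition across every tested compound plus 3 SD, cut at about 22% in these data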;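 further: 0% = DMSO only wells and the 100% control is not disclosed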
Active calls of the source: *; · = no result given.

SMILES	Granule exo inh	MC4R antagonist	Glyco luc inh	HTR2A ag	iPSC survival up	MC4R barr agon	Cardio protect	ABCB6 inh MLPCN	aDG glyco up	ABHD5-PLIN5 inh
COC(=O)CC1C(=O)NCCN1C(=O)c1cc([N+](=O)[O-])ccc1Cl (stereo not drawn)	4.0	1.9	0.3	0.5	-0.3	-0.8	6.3	99.0	0.0	-2.7
O=C(NCc1cccnc1)c1ccc2c(c1)N(Cc1ccccc1)CCS2	3.5	1.5	-3.0	-1.3	0.3	-0.8	-7.3	99.0	0.3	8.3
CNC(=O)NNC(=O)c1nc(-c2ccccc2)c(C)o1	1.2	1.2	-0.1	0.7	0.3	1.2	-4.8	98.0	0.0	3.8
O=C1CC(C(=O)Nc2ccc(F)cc2)S/C(=N\N=C\c2ccco2)N1 (stereo not drawn)	-0.3	0.5	1.8	-3.6	-0.4	-1.6	-2.8	94.0	-0.2	-5.8
CCN(CC)CC(=O)Nc1ccc(-c2ccc(NC(=O)CN(CC)CC)c(OC)c2)cc1OC	27.3	-3.6	-3.2	-5.5	-0.8	-0.6	0.4	102.0	3.7	0.1
CC(C)CN1C(=O)NC(NC(=O)c2ccco2)(C(F)(F)F)C1=O (stereo not drawn)	2.8	0.0	3.3	0.1	-2.3	0.2	8.8	104.0	0.0	4.1
CC12CCC(C(=O)NCCCn3ccnc3)(OC1=O)C2(C)C (stereo not drawn)	1.2	2.9	1.5	-3.1	-1.3	-1.4	-0.4	87.0	0.1	0.6
Cc1cccc(OCC(O)Cn2c(N3CCCCC3)nc3c2c(=O)[nH]c(=O)n3C)c1 (stereo not drawn)	-1.2	32.4*	-0.7	-9.1	0.7	1.0	9.5	97.0	0.0	0.1
Cc1ccc(-n2nnc3c(SCC(=O)NCc4ccco4)ncnc32)cc1	-0.1	4.1	-0.9	-4.7	-1.2	13.5*	-20.9	·	-0.3	4.1
O=C(N/N=C/c1cccc([N+](=O)[O-])c1)c1ccccc1-n1cccc1	2.4	20.5	-0.9	1.5	-1.1	0.7	-5.9	99.0	0.3	-1.3
O=S(=O)(CCN1CCN(c2ccccn2)CC1)c1ccc(F)cc1	-2.0	14.8	1.1	-2.4	-0.4	1.2	6.1	101.0	1.9	-0.7
COc1ccc(NC(=O)Nc2ccc(Cc3ccncc3)cc2)c(OC)c1	-1.8	2.8	-2.5	-1.6	3.3	-0.1	5.5	102.0	0.5	-0.5
COc1ncccc1C(=O)N1CCCC(N2CCN(c3cccc(Cl)c3)CC2)C1 (stereo not drawn)	10.7	-1.5	0.8	-6.2	-0.2	1.0	3.7	108.0	0.3	5.0
N#Cc1nc(-c2ccc(Cl)cc2)oc1NCc1ccco1	-2.2	2.7	2.9	-4.0	-3.5	0.0	-7.4	94.0	-0.6	-6.2
Clc1ccc(-c2csc(N3CCc4ccccc4C3)n2)cc1	0.3	1.1	1.5	0.8	4.2	-0.5	-3.0	87.0	-0.2	-4.6
CCOC(=O)c1c(C)[nH]c(C)c1S(=O)(=O)N(C)CC(=O)Nc1cc(C)ccc1OC	-2.0	6.5	0.1	4.1	-0.1	-0.7	-3.0	96.0	-0.1	4.0
Cc1ccc(CNC(=O)CCC(=O)Nc2nnc(C(C)C)s2)cc1	-7.0	3.3	-0.2	3.6	-0.3	-3.1	2.6	97.0	-0.2	0.3
COc1ccc(Cl)cc1C(=O)NNC(=O)C1COc2ccccc2O1 (stereo not drawn)	1.1	1.3	2.0	-3.4	-0.8	0.6	11.8	98.0	-0.2	5.5
COc1ccc(-c2ccc(SCC(=O)N3CC(=O)Nc4ccccc43)nn2)cc1	-8.4	14.4	3.4	1.9	-0.3	-1.4	-8.0	97.0	0.2	2.8
Cc1nnc(Nc2ccc(F)cc2)c2ccccc12	-2.8	10.8	2.5	0.6	0.1	-0.1	-2.0	100.0	-0.1	9.9
O=C1OCCN1C(=O)[C@H]1[C@H](c2ccc(F)cc2)C(c2ccccc2)=NN1c1ccccc1	0.1	7.3	0.4	0.8	-2.2	-2.3	6.0	106.0	0.0	-7.9
Cc1ccc(-n2c(SCC(=O)N3CCOCC3)nnc2-c2ccncc2)cc1C	3.0	3.3	-1.0	7.5	-0.1	3.5	-5.6	98.0	0.0	4.5
COc1ccc(S(=O)(=O)N2CCCCCC2)cc1NC(=O)c1ccccc1S(C)(=O)=O	-1.0	3.3	-0.8	2.6	-0.4	-1.1	-4.7	99.0	-0.1	-4.2
CCOc1ccc(C(=O)N[C@H](C(=O)NNC(=O)c2cccs2)C(C)C)cc1	-0.9	2.6	2.3	1.6	0.3	-1.7	-1.5	97.0	-0.1	-5.8
CC(=O)c1cc(C)ccc1OC(=O)c1cccc2nc(C)oc12	1.2	12.4	1.5	3.0	-2.4	2.1	-3.9	108.0	0.0	0.0
Next compounds follow:
SMILES	Granule exo inh	MC4R antagonist	Glyco luc inh	HTR2A ag	iPSC survival up	MC4R barr agon	Cardio protect	ABCB6 inh MLPCN	aDG glyco up	ABHD5-PLIN5 inh
Cc1cccc(COCC(Cc2ccccc2)N2CCN(C(=O)c3cccc(Cl)c3)CCC2=O)c1 (stereo not drawn)	-4.4	6.9	-3.7	0.6	-2.5	0.3	6.5	102.0	0.7	3.3
CCc1ccc(NC(=O)CCS(=O)(=O)c2ccc(Br)cc2)cc1	6.6	7.1	-1.5	6.5	0.4	5.1	-8.2	103.0	0.1	-0.7
C=CCOc1ccccc1/C=N/n1nnnc1N	4.4	-0.6	1.4	0.7	-0.5	-1.1	-0.7	94.0	0.1	-1.7
CS(=O)(=O)N1CCC(Oc2ccccc2C(=O)NC2CCCCCC2)CC1	6.7	11.1	0.1	8.7	0.3	-2.0	-12.6	94.0	0.3	-0.1
CC(C)c1ccc(C(=O)NCCCc2ccccc2)cc1	-0.4	-7.2	-0.1	0.4	-1.7	0.9	-2.5	98.0	0.0	-0.8
CCCCNC(=S)N(C)/N=C/c1ccc(OCC(=O)Nc2ccc(OC)cc2)c(OC)c1	-0.9	-0.7	-7.3	0.8	-1.0	2.2	12.7	101.0	-0.3	-4.2
COc1cccc(N/C(SC)=C(/C#N)C(=O)NCc2cccs2)c1	-4.4	5.3	0.8	-6.9	0.0	-2.6	-5.7	106.0	0.1	-0.3
O=C(Cn1nc(-c2ccccc2)c2ccccc2c1=O)NCCO	-5.2	9.2	0.3	4.0	-0.1	-1.1	2.9	97.0	0.0	0.8
Cc1ccc(NC(=O)COC(=O)C2CSC3(C)CCC(=O)N23)c(C)c1 (stereo not drawn)	-3.3	-0.3	-0.3	0.8	-0.2	-1.3	0.9	95.0	-0.3	-2.4
Nc1nnn(CC(=O)N/N=C/C=C/c2ccccc2)n1	2.0	-2.9	-0.8	3.9	0.1	2.3	-0.5	104.0	-0.1	11.4
Cc1ccc(C)c(/C=N/Nc2ccccn2)c1	-0.8	1.9	1.0	-1.4	-0.6	-3.3	-10.8	97.0	-0.2	-3.1
CC(=O)c1ccc2c(c1)OCCOCCOc1ccc(C(C)=O)cc1OCCOCCO2	-10.1	9.2	2.4	-1.1	-0.8	-3.0	-7.4	97.0	0.1	-1.5
CCOC(=O)Nc1ccc(N2CCOCC2)c(S(=O)(=O)N2CCOCC2)c1	-1.0	6.1	2.6	0.5	-0.4	-0.1	0.9	93.0	-0.1	13.9
O=C(CSc1nnc(-c2ccco2)o1)c1ccc[nH]1	-1.4	-3.2	-1.1	1.9	-0.1	-1.7	4.9	107.0	-0.2	-3.6
CN(C(=O)COC(=O)c1ccc(=O)n(Cc2ccccc2)n1)C1CCS(=O)(=O)C1 (stereo not drawn)	1.0	-4.4	2.6	2.1	0.3	-1.8	-0.5	90.0	-0.1	-6.8
O=C(COC(=O)CC1CC2CCC1C2)NCc1ccc(F)cc1 (stereo not drawn)	-13.2	1.1	1.6	-0.6	-2.9	2.4	-0.5	99.0	0.0	-2.5
CN(C1CCS(=O)(=O)C1)S(=O)(=O)c1cccc2nsnc12 (stereo not drawn)	-18.3	-4.7	-0.2	-3.6	0.3	-1.3	4.3	99.0	0.0	1.7
CC1CC(C)(C)NC(=O)O1 (stereo not drawn)	-1.9	3.6	-0.3	1.7	0.8	-1.1	1.6	100.0	-0.2	0.3
CCn1cc(C(=O)NCC2CCCO2)c(=O)c2cc(S(=O)(=O)N3CCCCCC3)ccc21 (stereo not drawn)	-3.5	0.8	0.7	1.5	1.9	-2.5	3.9	95.0	-0.2	6.2
Cc1ccc(NC(=O)C(=O)NCC2CCCO2)cc1 (stereo not drawn)	-3.3	-0.7	-2.3	0.4	-4.1	-0.9	4.3	97.0	-0.2	1.0
Cc1ccc(S(=O)(=O)N2CCOCC2)cc1C(=O)Nc1nc(-c2ccccn2)cs1	-11.0	2.6	-9.3	-5.1	0.1	-2.2	54.1*	95.0	2.2	-10.8
Cc1ccc(SCC(=O)N(C)CC(=O)Nc2cccc(F)c2)cc1	18.0	14.1	2.2	-12.3	-0.5	0.7	-5.3	100.0	0.0	1.4
Cc1cccc(Cn2ncc(Cl)c(Cl)c2=O)c1	-3.4	37.4*	4.6	2.4	-3.4	-2.0	-9.3	99.0	0.2	7.6
Cc1ccnc(NC(=O)c2ccc(COc3c(F)c(F)cc(F)c3F)o2)c1	-2.7	-2.1	3.5	4.0	-0.7	0.7	-3.6	94.0	-0.1	-4.3
COc1ccc(Nc2c[nH]c(=O)[nH]c2=O)cc1	-1.3	1.1	-0.3	11.8	8.3	1.3	-1.1	98.0	0.0	-44.7
OC(Cn1ccnc1)c1ccc(Cl)cc1Cl (stereo not drawn)	-0.5	-4.0	2.0	2.9	2.5	1.9	3.3	·	0.4	8.9
Cn1c(CC2C(=O)Nc3ccc(Br)cc32)nc2ccccc2c1=O (stereo not drawn)	-3.5	12.7	3.0	-4.2	0.2	0.2	9.8	94.0	5.2*	-1.9
O=C(Nc1ccccc1)Nc1cnccn1	-0.4	0.8	2.9	-3.7	-0.4	-1.3	6.6	99.0	-0.1	-5.3
CCC1CCCCN1CCCNC(=O)c1c(O)nc2c(C)cccn2c1=O (stereo not drawn)	-10.3	5.5	0.2	-3.7	-0.3	-1.3	2.9	97.0	0.0	-2.9
O=C(NCCc1ccccc1)c1nc2nc(-c3cccs3)cc(C(F)(F)F)n2n1	-1.3	-4.6	0.3	8.1	5.6	-1.1	16.9	99.0	0.5	-2.1

Nothing new here: an excerpt of the list.
SMILES	Granule exo inh	MC4R antagonist	Glyco luc inh	HTR2A ag	iPSC survival up	MC4R barr agon	Cardio protect	ABCB6 inh MLPCN	aDG glyco up	ABHD5-PLIN5 inh
COC(=O)CC1C(=O)NCCN1C(=O)c1cc([N+](=O)[O-])ccc1Cl (stereo not drawn)	4.0	1.9	0.3	0.5	-0.3	-0.8	6.3	99.0	0.0	-2.7
O=C(NCc1cccnc1)c1ccc2c(c1)N(Cc1ccccc1)CCS2	3.5	1.5	-3.0	-1.3	0.3	-0.8	-7.3	99.0	0.3	8.3
CNC(=O)NNC(=O)c1nc(-c2ccccc2)c(C)o1	1.2	1.2	-0.1	0.7	0.3	1.2	-4.8	98.0	0.0	3.8
O=C1CC(C(=O)Nc2ccc(F)cc2)S/C(=N\N=C\c2ccco2)N1 (stereo not drawn)	-0.3	0.5	1.8	-3.6	-0.4	-1.6	-2.8	94.0	-0.2	-5.8
